# Screening results (PubChem BioAssay)
# BioA inh = blocks M. tuberculosis BioA enzyme activity; hit rate 0.096% among 360,000; AID 602481; inhibition, % at 9.99 µM; purified M. tuberculosis BioA enzyme, plate reader; in the data active = inhibition above about 40%
# The depositor's hits bear a star. Not all compounds are listed (hit frequency here may not be typical).
SMILES,BioA inh
Cc1noc(C)c1NC(=O)N(C)C[C@@H]1OCCCC[C@H](C)Oc2ccc(NC(=O)CCC(F)(F)F)cc2C(=O)N([C@@H](C)CO)C[C@H]1C,2.1
C[C@H](CO)N1C[C@H](C)[C@@H](CN(C)C)Oc2ncc(-c3ccncc3)cc2C1=O,-0.6
O=C(O)C[C@@H]1C[C@H]2c3cc(NC(=O)Nc4ccccc4F)ccc3O[C@H]2[C@@H](CO)O1,1.8
COC(=O)C[C@@H]1C[C@H]2c3cc(NC(=O)Cc4ccncc4)ccc3O[C@H]2[C@@H](CO)O1,-1.1
COc1ccc(NC(=O)N(C)C[C@@H]2Oc3ccc(NS(=O)(=O)c4ccccc4)cc3C(=O)N([C@H](C)CO)C[C@H]2C)cc1,5.8
C[C@H]1CN([C@@H](C)CO)C(=O)Cc2cc(NC(=O)Cn3cnnn3)ccc2O[C@@H]1CN(C)Cc1ccccc1,5.6
O=C1N(CCS(=O)(=O)c2ccccc2)c2ccccc2[C@@H]2OC(c3ccc(OCCCO)cc3)=N[C@]12CCS(=O)(=O)c1ccccc1,-1.5
C[C@H](CO)N1C[C@H](C)[C@@H](CN(C)C(=O)C2CCOCC2)Oc2ncc(C#CCc3ccccc3)cc2C1=O,2.3
CCNC(=O)C[C@H]1CC[C@H](NC(=O)C2CCC2)[C@@H](CO)O1,3.0
N#Cc1cccc(-c2ccc3c(c2)[C@H]2[C@H](CCN2Cc2ccc4c(c2)OCO4)[C@@H](CO)N3)c1,-0.4
C[C@@H]1CCCCO[C@@H](CN(C)C)[C@@H](C)CN([C@H](C)CO)C(=O)c2cc(NC(=O)c3ccccc3)ccc2O1,-0.6
CCCC(=O)Nc1ccc2c(c1)C(=O)N(C)C[C@@H](OC)[C@H](C)CN(C(=O)c1ccccn1)[C@H](C)CO2,1.1
CO[C@H]1CN(C)C(=O)c2cc(NS(C)(=O)=O)ccc2OC[C@H](C)N(C(=O)C2CCC2)C[C@H]1C,2.0
COc1ccc(NC(=O)Nc2ccc3c(c2)C(=O)N([C@H](C)CO)C[C@@H](C)[C@@H](CN(C)Cc2ccc4c(c2)OCO4)OCCCC[C@@H](C)O3)cc1,-0.1
CNC(=O)C[C@@H]1CC[C@@H]2[C@@H](COc3ccc(NC(=O)c4ccc5c(c4)OCO5)cc3C(=O)N2C)O1,1.3
C[C@H](CO)N1C[C@H](C)[C@@H](CN(C)C)Oc2c(NC(=O)c3cnccn3)cccc2C1=O,-2.6
CS(=O)(=O)Nc1ccc2c(c1)[C@@H]1C[C@H](CC(=O)NCCc3ccccc3)O[C@@H](CO)[C@@H]1O2,3.0
C[C@@H]1CN([C@@H](C)CO)C(=O)c2cc(NC(=O)Nc3cccc4ccccc34)ccc2O[C@@H]1CN(C)Cc1ccc(C(F)(F)F)cc1,-2.5
C[C@@H]1CN([C@@H](C)CO)C(=O)c2cc(C#CC(C)(C)O)cnc2O[C@@H]1CN(C)Cc1cncnc1,-0.6
C[C@@H]1CN([C@H](C)CO)S(=O)(=O)c2ccc(C#Cc3cccc(F)c3)cc2O[C@H]1CN(C)C(=O)CN1CCOCC1,-0.2
O=C(Nc1ccccc1F)N1CCCCN2[C@@H](CO)[C@@H](c3ccc(C4=CCCC4)cc3)[C@@H]2C1,4.4
C[C@@H]1CN([C@H](C)CO)C(=O)c2cc(NC(=O)Nc3ccc(C(F)(F)F)cc3)ccc2O[C@@H]1CN(C)Cc1ccc(C(=O)O)cc1,5.6
Cc1noc(C)c1S(=O)(=O)Nc1ccc2c(c1)C(=O)N([C@@H](C)CO)C[C@H](C)[C@@H](CN(C)CC1CC1)O2,0.0
COCC(=O)N1C[C@@H](C)[C@@H](OC)CN(C)C(=O)c2cc(NS(C)(=O)=O)ccc2OC[C@H]1C,-0.9
O=C(C1CCCC1)N1C[C@H]2[C@@H](c3ccccc31)[C@@H](CO)N2C(=O)Nc1cccc(F)c1,-1.8
CC(C)C#Cc1ccc2c(c1)O[C@H](CN(C)C(=O)CC1CC1)[C@@H](C)CN([C@@H](C)CO)S2(=O)=O,0.5
C[C@@H]1CCCCO[C@@H](CN(C)Cc2ccc(C(=O)O)cc2)[C@H](C)CN([C@H](C)CO)C(=O)c2cc(NC(=O)Cc3ccccc3)ccc2O1,2.3
CCCC(=O)Nc1ccc2c(c1)C(=O)N(C)[C@@H]1CC[C@H](CC(=O)NCC3CCCCC3)O[C@H]1CO2,-2.5
C[C@H](CO)N1C[C@H](C)[C@H](CN(C)C(=O)Nc2ccc3c(c2)OCO3)Oc2ncc(-c3ccc(F)cc3)cc2C1=O,-1.3
Cc1ccc(-c2ccc3c(c2)O[C@@H](CN(C)C(=O)C2CCC2)[C@H](C)CN([C@@H](C)CO)S3(=O)=O)cc1,-1.5
COc1ccc(S(=O)(=O)Nc2ccc3c(c2)C(=O)N([C@H](C)CO)C[C@H](C)[C@H](CN(C)Cc2ccncc2)OCCCC[C@@H](C)O3)cc1,0.3
Cc1ccc(S(=O)(=O)N(C)C[C@H]2Oc3ccc(NC(=O)CCCCCC(=O)Nc4ccccc4N)cc3C(=O)N([C@@H](C)CO)C[C@@H]2C)cc1,-2.0
C[C@H]1CN([C@@H](C)CO)C(=O)c2cccc(NC(=O)NC3CCCCC3)c2O[C@H]1CN(C)C(=O)Nc1ccc2c(c1)OCO2,-0.5
O=C(C[C@H]1C[C@H]2c3cc(NC(=O)C4CCC4)ccc3O[C@H]2[C@@H](CO)O1)NCc1cccnc1,-2.8
COc1ccc(NC(=O)N(C)C[C@@H]2Oc3ccc(N(C)C)cc3C(=O)N([C@@H](C)CO)C[C@@H]2C)cc1,-0.7
COCC(=O)N1C[C@@H]2[C@H](c3ccccc31)[C@H](CO)N2C(=O)c1ccccc1F,-3.4
C[C@@H]1CN([C@@H](C)CO)C(=O)c2cc(NS(=O)(=O)c3ccc(Cl)cc3)ccc2O[C@@H](C)CCCCO[C@H]1CN(C)C(=O)CCC(F)(F)F,1.7
C[C@@H]1CN([C@@H](C)CO)C(=O)Cc2cc(NC(=O)CCN3CCOCC3)ccc2O[C@H]1CN(C)Cc1ccc(Cl)c(Cl)c1,-1.9
COc1ccc(C#Cc2ccc([C@@H]3[C@@H](CO)N4CCCCN(S(=O)(=O)c5ccccc5)C[C@H]34)cc2)cc1,-2.2
O=C(NC1CCCC1)N1CCCCN2[C@@H](CO)[C@@H](c3ccc(-c4cccnc4)cc3)[C@@H]2C1,-3.6
C[C@@H]1CN([C@@H](C)CO)C(=O)c2cc(C#CCN(C)C)cnc2O[C@@H]1CN(C)Cc1ccccc1F,-1.3
COc1ccc(CN(C)C[C@H]2Oc3ccc(NS(=O)(=O)c4ccc(OC)cc4)cc3C(=O)N([C@@H](C)CO)C[C@H]2C)cc1,-2.4
C[C@H]1CN([C@@H](C)CO)C(=O)c2cc(NC(=O)Cc3ccccc3)ccc2O[C@H]1CN(C)Cc1ccc(Cl)c(Cl)c1,-0.9
O=C(C[C@@H]1C[C@@H]2c3cc(NC(=O)Cc4ccncc4)ccc3O[C@@H]2[C@H](CO)O1)NCc1ccncc1,-2.0
C[C@H](CO)N1C[C@H](C)[C@H](CN(C)C(=O)Nc2ccc3c(c2)OCO3)Oc2ccc(NC(=O)c3ccncc3)cc2C1=O,0.5

# Among those listed so far, these contain a CF3 group:
SMILES,BioA inh
Cc1noc(C)c1NC(=O)N(C)C[C@@H]1OCCCC[C@H](C)Oc2ccc(NC(=O)CCC(F)(F)F)cc2C(=O)N([C@@H](C)CO)C[C@H]1C,2.1
C[C@@H]1CN([C@@H](C)CO)C(=O)c2cc(NC(=O)Nc3cccc4ccccc34)ccc2O[C@@H]1CN(C)Cc1ccc(C(F)(F)F)cc1,-2.5
C[C@@H]1CN([C@H](C)CO)C(=O)c2cc(NC(=O)Nc3ccc(C(F)(F)F)cc3)ccc2O[C@@H]1CN(C)Cc1ccc(C(=O)O)cc1,5.6
C[C@@H]1CN([C@@H](C)CO)C(=O)c2cc(NS(=O)(=O)c3ccc(Cl)cc3)ccc2O[C@@H](C)CCCCO[C@H]1CN(C)C(=O)CCC(F)(F)F,1.7

# The list continues.
SMILES,BioA inh
CO[C@@H]1CN(C)C(=O)c2ccc(NC(=O)c3cc(C)on3)cc2OC[C@H](C)N(C)C[C@@H]1C,-2.3
C/C=C/c1ccc2c(c1)O[C@H](CN(C)C(=O)NCCC)[C@H](C)CN([C@H](C)CO)S2(=O)=O,-3.4
CCC(=O)N1C[C@H](O)COC[C@@H]2O[C@@H](CC(=O)NCc3ccccc3Cl)CC[C@H]21,-2.0
C[C@@H]1CN([C@@H](C)CO)C(=O)c2cc(NC(=O)CCCCCC(=O)Nc3ccccc3N)ccc2O[C@@H]1CN(C)S(=O)(=O)c1cccs1,-0.6
CCCNC(=O)N[C@@H]1C=C[C@H](CC(=O)NC2CCC2)O[C@@H]1CO,3.0
COc1ccc(-c2ccc([C@H]3[C@H](C#N)N(C(=O)NC(C)C)[C@H]3CO)cc2)cc1,-0.4
COc1cccc(-c2cnc3c(c2)C(=O)N([C@H](C)CO)C[C@H](C)[C@H](CN(C)S(C)(=O)=O)O3)c1,-0.4
C[C@@H]1CN([C@@H](C)CO)C(=O)c2cc(NS(=O)(=O)c3ccccc3)ccc2O[C@@H]1CN(C)Cc1ccc(C(=O)Nc2ccccc2N)cc1,2.6
O=C(C[C@H]1CC[C@@H]2[C@H](COC[C@H](O)CN2C(=O)Nc2cccc(F)c2)O1)NCCCN1CCOCC1,4.3
CCCC(=O)Nc1ccc2c(c1)C(=O)N(C)C[C@H](OC)[C@@H](C)CN(Cc1cncnc1)[C@H](C)CO2,-0.8
C[C@@H]1CN([C@@H](C)CO)C(=O)CCCn2cc(nn2)CO[C@H]1CN(C)Cc1ccc(C(F)(F)F)cc1,-0.6
O=C(N[C@H]1CC[C@H](CCn2cc(C3CC3)nn2)O[C@H]1CO)c1cccnc1,2.0
OC[C@H]1[C@@H](c2ccc(-c3cccc(F)c3)cc2)[C@@H]2CN(Cc3cncnc3)CCCCN12,1.3
COc1ccc(C(=O)N2C[C@@H]3[C@H](c4ccccc42)[C@H](CO)N3Cc2ccccc2)cc1,-0.1
Cc1noc(C)c1NC(=O)N(C)C[C@H]1OCCCC[C@@H](C)Oc2ccc(NC(=O)Cc3ccccc3)cc2C(=O)N([C@@H](C)CO)C[C@@H]1C,5.8
CCNC(=O)C[C@@H]1CC[C@H]2[C@H](COc3ccc(NS(C)(=O)=O)cc3C(=O)N2C)O1,0.3
C[C@@H]1CN([C@@H](C)CO)C(=O)Cc2cc(NC(=O)NC3CCCCC3)ccc2O[C@@H]1CN(C)Cc1ccc2c(c1)OCO2,2.4
C[C@@H]1CN([C@@H](C)CO)C(=O)c2cccc(NS(C)(=O)=O)c2O[C@@H]1CN(C)Cc1ccc(Cl)c(Cl)c1,0.0
C[C@@H]1CN([C@H](C)CO)C(=O)c2cc(NC(=O)C3CCCCC3)ccc2O[C@@H]1CN(C)C(=O)NC1CCCCC1,-1.2
O=C(NCC[C@@H]1CC[C@H](NS(=O)(=O)c2cccc(Cl)c2)[C@@H](CO)O1)c1cnccn1,3.8
CO[C@@H]1CN(C)C(=O)c2cc(NC(=O)c3ccccc3F)ccc2OC[C@H](C)N(CC2CCOCC2)C[C@H]1C,1.4
COc1ccc(CNC(=O)C[C@H]2C[C@H]3c4cc(NC(=O)C5CCC5)ccc4O[C@H]3[C@H](CO)O2)cc1,-1.5
C[C@H](CO)N1C[C@H](C)[C@@H](CN(C)S(=O)(=O)c2cccs2)Oc2c(NC(=O)c3ccc(-c4nccs4)cc3)cccc2C1=O,-2.1
C[C@@H]1CCCCO[C@@H](CN(C)C(=O)Cc2ccccc2)[C@H](C)CN([C@H](C)CO)C(=O)c2cc(NC(=O)Cc3ccccc3)ccc2O1,0.8
C[C@H](CO)N1C[C@H](C)[C@H](CN(C)Cc2ccc(C(=O)O)cc2)Oc2ccc(NC(=O)c3ccncc3)cc2C1=O,1.6
CC(C)NC(=O)N1[C@H](CO)[C@@H]2c3ccccc3N(C(=O)c3ccc(F)cc3)C[C@@H]21,-2.1
C[C@@H]1CN([C@H](C)CO)C(=O)c2cc(NS(=O)(=O)c3ccc(Cl)cc3)ccc2O[C@@H]1CN(C)Cc1ccc(Cl)c(Cl)c1,1.3
Cc1ccc(S(=O)(=O)N(C)C[C@@H]2OCCCC[C@@H](C)Oc3ccc(NS(=O)(=O)c4cn(C)cn4)cc3C(=O)N([C@@H](C)CO)C[C@H]2C)cc1,-0.1
C[C@@H]1CN([C@@H](C)CO)C(=O)c2cc(NC(=O)c3ccncc3)ccc2O[C@@H](C)CCCCO[C@@H]1CN(C)C,-1.9
CC(C)NC(=O)Nc1ccc2c(c1)C(=O)N([C@@H](C)CO)C[C@@H](C)[C@H](CN(C)Cc1ccccc1)OCCCC[C@@H](C)O2,1.3

# Rewritten field by field: part of the list above
> C[C@@H]1CCCCO[C@@H](CN(C)C(=O)Cc2ccccc2)[C@H](C)CN([C@H](C)CO)C(=O)c2cc(NC(=O)Cc3ccccc3)ccc2O1
  BioA inh: 0.8
> C[C@H](CO)N1C[C@H](C)[C@H](CN(C)Cc2ccc(C(=O)O)cc2)Oc2ccc(NC(=O)c3ccncc3)cc2C1=O
  BioA inh: 1.6
> CC(C)NC(=O)N1[C@H](CO)[C@@H]2c3ccccc3N(C(=O)c3ccc(F)cc3)C[C@@H]21
  BioA inh: -2.1

# More records
SMILES,BioA inh
COc1ccc(NC(=O)N(C)C[C@H]2Oc3c(NC(=O)Nc4ccc(F)cc4)cccc3C(=O)N([C@@H](C)CO)C[C@H]2C)cc1,5.5
C[C@@H]1CN([C@H](C)CO)C(=O)c2cc(NS(C)(=O)=O)ccc2O[C@H]1CN(C)C,-3.5
CS(=O)(=O)Nc1ccc2c(c1)[C@@H]1C[C@H](CC(=O)NCc3ccc(Oc4ccccc4)cc3)O[C@H](CO)[C@@H]1O2,2.2
CC(C)CC#Cc1ccc2c(c1)O[C@@H](CN(C)C(=O)Cc1ccccn1)[C@H](C)CN([C@H](C)CO)S2(=O)=O,0.1
O=C(C[C@@H]1CC[C@H]2[C@@H](COC[C@H](O)CN2Cc2ccc(C(F)(F)F)cc2)O1)NCCc1ccccc1,1.8
CC(=O)N1[C@H](CNC(=O)C2CC2)[C@H](c2ccc(-c3ccccc3)cc2)[C@@H]1CO,-3.5
